LmPK inh: qHTS Assay for Inhibitors of Leishmania Mexicana Pyruvate Kinase (LmPK) | Q27686 | purified LmPK, Kinase-Glo ATP luminescence, 1 h | Potency, µM (doses to about 57.5 µM), inactives show at the highest dose activity change, negative = inhibition, usual class: inhibitors | 290,000 compounds, 0.37% hits; further: potency means the concentration at half of the fitted maximal effect
Target sequence (Q27686 whole entry, looked up): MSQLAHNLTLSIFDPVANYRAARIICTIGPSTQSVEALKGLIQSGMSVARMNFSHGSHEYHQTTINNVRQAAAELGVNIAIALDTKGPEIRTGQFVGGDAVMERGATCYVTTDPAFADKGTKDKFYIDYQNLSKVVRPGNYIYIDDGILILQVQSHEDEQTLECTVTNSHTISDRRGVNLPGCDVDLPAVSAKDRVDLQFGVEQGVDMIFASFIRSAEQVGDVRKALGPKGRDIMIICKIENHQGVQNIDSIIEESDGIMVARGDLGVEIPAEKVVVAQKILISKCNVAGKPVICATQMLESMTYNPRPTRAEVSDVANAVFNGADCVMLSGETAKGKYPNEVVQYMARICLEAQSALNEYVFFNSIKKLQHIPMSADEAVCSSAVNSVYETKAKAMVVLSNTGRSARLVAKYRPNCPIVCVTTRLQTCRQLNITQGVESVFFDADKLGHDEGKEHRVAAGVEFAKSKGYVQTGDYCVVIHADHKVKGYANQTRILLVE
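Screened at intermediate enzyme activity to detect both inhibitors and activators: LmPK at 0.1 nM, with a 0.5 nM enzyme column as activation reference. PEP 0.5 mM, ADP 0.1 mM; ATP detected by luminescence after 1 h.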
AmpC no deterg: qHTS Inhibitors of AmpC Beta-Lactamase (assay without detergent). Potency, µM (doses to about 57.1 µM), inactives show at the top dose activity change, negative = inhibition, most hits filed as inhibitors. 330,000 compounds, 0.52% hits. P00811. AmpC nitrocefin hydrolysis, absorbance 480 nm, 0.0001% Triton;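 further: potency means the concentration at half of the fitted maximal effect; plate controls were no compound for no effect and no enzyme for full effect; nearly all actives have a fitted effect of over 20% in size; some results filed as inactive show a strong effect at the top dose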
Target sequence (P00811 whole entry, looked up): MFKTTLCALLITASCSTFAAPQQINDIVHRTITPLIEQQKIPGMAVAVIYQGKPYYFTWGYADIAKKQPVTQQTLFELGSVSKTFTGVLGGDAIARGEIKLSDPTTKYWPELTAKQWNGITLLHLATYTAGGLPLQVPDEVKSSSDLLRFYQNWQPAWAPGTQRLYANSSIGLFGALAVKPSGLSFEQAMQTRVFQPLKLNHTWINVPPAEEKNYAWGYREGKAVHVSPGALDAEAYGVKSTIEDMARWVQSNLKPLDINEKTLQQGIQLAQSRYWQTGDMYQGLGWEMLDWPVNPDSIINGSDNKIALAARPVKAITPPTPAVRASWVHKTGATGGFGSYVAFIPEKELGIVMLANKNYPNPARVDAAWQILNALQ
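AmpC (5.3 nM in the dispensed reagent) in 20 mM phosphate pH 7.0 with 0.01% (detergent screen) or 0.0001% Triton X-100 was preincubated with compounds for 15 min at room temperature. Nitrocefin was then added from an 800 uM solution, and hydrolysis was followed at 480 nm.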
HCMV antiviral: qHTS Assay for inhibitors of the human cytomegalovirus (HCMV); HFF cells, HCMV-luciferase reporter, 72 h; active compounds read low; activity change, negative = inhibition, % at 57.5 µM; 410,000 compounds, 4.5% hits; AID 1259415, 2018; in the data active means activity change below about -60%; inconclusive means no clear call, values can overlap the other calls; inactive means above about -39%
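Two-dose cell screen: HFF monolayers treated with compounds and infected with luciferase-expressing HCMV at 1 PFU/cell, 72 h at 37C, then lysed for luciferase measurement.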
AmpC detergent: qHTS Inhibitors of AmpC Beta-Lactamase (assay with detergent); P00811; AmpC hydrolysis of nitrocefin, absorbance 480 nm, 0.01% Triton; Potency, µM (series often up to 114 µM), inactives show top-dose activity change, negative = inhibition, hits mostly inhibitors; 370,000 compounds, 0.041% hits; AID 485294, 2010;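 further: potency means the concentration at half of the fitted maximal effect; 0% = no-compound wells and -100% = no-enzyme wells; nearly all actives have a fitted effect of over 25% in size; some results filed as inactive show a strong effect at the top dose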
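AmpC (5.3 nM in the dispensed reagent) in 20 mM phosphate pH 7.0 with 0.01% (detergent screen) or 0.0001% Triton X-100 was preincubated with compounds for 15 min at room temperature. Nitrocefin was then added from an 800 uM solution, and hydrolysis was followed at 480 nm.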
Sm TGR block: qHTS Assay for the Inhibitors of Schistosoma Mansoni Peroxiredoxins | Schistosoma mansoni thioredoxin glutathione reductase (TGR), Q962Y6 | purified TGR, DTNB reduction, TNB absorbance 405 nm | Potency, µM (doses to about 114 µM), for the others: at the highest dose activity change, negative = inhibition, most hits filed as inhibitors | 360,000 compounds, 3% hits | AID 485364, 2010; further: potency means the concentration at half of the fitted maximal effect; nearly all actives have a fitted effect of over 60% in size
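TGR 20 nM + NADPH 100 uM (dispensed conc.), cpd preinc 15 min RT; start with NADPH (500 uM addition) then DTNB (15 mM addition). Kinetic TNB absorbance, 405 nm filter. Four-parameter Hill fit across titration.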
Tb PYK inh: qHTS of Trypanosoma Brucei Inhibitors; pyruvate kinase (Trypanosoma brucei), Q57TT1; TbPYK enzyme, Kinase-Glo Plus ATP luminescence, 45 min; Potency, µM (doses to about 76.8 µM), for inactives: at the top dose activity, negative = inhibition, actives largely listed as inhibitors; 410,000 compounds, 0.12% hits; further: potency means the concentration at half of the fitted maximal effect; nearly all actives have a fitted effect of over 50% in size
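Enzyme and substrate buffer are dispensed first and compound is pin-transferred. ADP at 130 uM final then starts the reaction, which runs 45 min at room temperature. Detection reagent is added for 10 min before luminescence is imaged.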
AMA1 RON2 block: qHTS for Inhibitors of AMA1-RON; Towards Development of Antimalarial Drug Lead: Primary Screen; 360,000 compounds, 0.2% hits; Potency, µM (titrated, usually from 58.2 µM), without a hit: top-dose activity change, negative = inhibition, hits mostly inhibitors; AlphaScreen AMA1-biotinylated RON2 peptide binding;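 further: potency means the concentration at half of the fitted maximal effect; 0% = vehicle wells and -100% = peptide control; nearly all actives have a fitted effect of over 45% in size; some results filed as inactive show a strong effect at the top dose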
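AMA1 (3D7) with his tag at 25 nM final met compounds first, then biotinylated RON2 peptide at 25 nM; detection used donor plus acceptor beads, 10 µg/mL apiece, read by AlphaScreen after 30 min at room temperature.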
Active calls of the source: *; ? = inconclusive; . = no result given; & = joins results of further samples; [ ] = dose if it differs, or a comment. Unless noted, the call rests on the fitted dose curve; in most records, active means well fitted curve in the direction sought with a large enough effect; inconclusive means small, poorly fitted or top-dose-only effect, or another doubt; inactive means no such curve, though single readings can be large; an effect the other way counts as inactive or inconclusive. Unless noted, on the % scale 0 is the no-effect control and ±100 the full control effect.

Values run as follows: LmPK inh	AmpC no deterg	HCMV antiviral	AmpC detergent	Sm TGR block	Tb PYK inh	AMA1 RON2 block
- Cc1cc(=O)[nH]c2nnc(SCc3c(F)cccc3Cl)n12
 : .	.	-36	-2%	0%	-5%	.
- COc1ccccc1Nc1nc(=O)[nH]nc1C
 : -8%	-12%	0	-3%	-1%	8%	-1%
- COc1ccc(NC(=O)C2CCCN(C)C2)cc1OCC(C)C (stereo not drawn)
 : -1%	-9%	5	6%	-29%	0%	-1%
- CON(C)C(=O)C[C@@H]1C[C@H](OC(=O)c2ccc([N+](=O)[O-])cc2)CN1C(=O)OC(C)(C)C
 : .	152%[activator]	-7	.	.	-8%	-3%
- CS(=O)(=O)N1CCN(c2ccccc2NC(=O)c2ccc([N+](=O)[O-])o2)CC1
 : 0%	-6%	-83*	-9%	7%	?	-1%
- CCCNC(=O)C1(C)CCCN(C(=O)c2cccc(C#N)c2)C1 (stereo not drawn)
 : .	.	-15	.	.	-9%	-1%
- COc1ccc(CCNS(=O)(=O)c2cccc(C(=O)O)c2)cc1OC
 : -1%	-14%	16	?	0%	?	1%
- CC(=O)N1c2ccc(S(=O)(=O)Nc3ccc(C)c(Cl)c3)cc2CC1C (stereo not drawn)
 : .	.	-30	1%	-9%	-6%	.
- Clc1ccccc1Nc1nc(NCc2ccccc2)nc2ccsc12
 : .	.	-29	.	.	-1%	16%
- C=CC[n+]1c(/C=C/c2ccc(OC(C)=O)c(OC)c2)ccc2ccccc21
 : -15%	16%	-100*	-11%	?	5%	0%
- C#CCOCCOCCOCCNc1nc(N2CCN(C(=O)CCCCCCCCCCNC(=O)[C@H]([C@@H](C)CC)n3cc(CCCCN=C(N)N)nn3)CC2)nc(N2CCN(C(=O)CCCCCCCCCCNC(=O)[C@H](CCCN=C(N)N)n3cc(C[C@@H](C)CC)nn3)CC2)n1
 : .	242%[activator]	.	0%	?	.	.
- Cc1cccc(-c2cnc(C(O)c3ccc4ccccc4c3)[nH]2)c1 (stereo not drawn)
 : .	.	-13	.	.	-1%	-9%
- COc1ccc(NC(=O)CSc2nc3cccnc3n2C)cc1
 : 2%	3%	?	7%	3%	-12%	-25%
- COC(=O)[C@@]1(Cc2ccc(F)cc2)[C@H]2c3cc(C(=O)N4CCCC4)n(C)c3C[C@H]2CN1C(=O)c1ccccc1
 : .	.	?	.	.	2%	-24%
- Cc1cc(C)cc(N(CC(=O)Nc2ccc(C)cc2Cl)S(=O)(=O)c2c(C)[nH]c(=O)[nH]c2=O)c1
 : 0%	-1%	?	-9%&13%	-5%&0%	3%&2%	-3%
- CCC1Oc2ccccc2N(CC(=O)NCC2CCCO2)C1=O (stereo not drawn)
 : -6%	-9%	-16	-16%	-2%	-7%	14%
- COc1ccc(CN2CC(C(=O)NCc3cccc(OC)c3)CC2=O)cc1 (stereo not drawn)
 : -2%	14%	-105*	0%	-1%	3%	7%
- Cc1ccc2nsnc2c1NC(=O)c1ccc(-c2cc(Cl)ccc2Cl)o1
 : 12%	18%	?	-1%	40µM*	4%	-2%
- Cc1ccc(S(=O)(=O)N2C(=O)C(C)SC2=Nc2ccccc2)cc1 (stereo not drawn)
 : 1%	-22%	-1	-7%	4%	5%	9%
- Cc1ccc(S(=O)(=O)Nc2ccccc2CNc2ccc(Br)cn2)cc1
 : 0%	-22%	-5	?	9%	-10%	-8%

Of the compounds above, these have a nitro group on carbon.
Values run as follows: LmPK inh	AmpC no deterg	HCMV antiviral	AmpC detergent	Sm TGR block	Tb PYK inh	AMA1 RON2 block
- CON(C)C(=O)C[C@@H]1C[C@H](OC(=O)c2ccc([N+](=O)[O-])cc2)CN1C(=O)OC(C)(C)C
 : .	152%[activator]	-7	.	.	-8%	-3%
- CS(=O)(=O)N1CCN(c2ccccc2NC(=O)c2ccc([N+](=O)[O-])o2)CC1
 : 0%	-6%	-83*	-9%	7%	?	-1%

Next section
Values run as follows: LmPK inh	AmpC no deterg	HCMV antiviral	AmpC detergent	Sm TGR block	Tb PYK inh	AMA1 RON2 block
- C[C@@H]1CN([C@H](C)CO)C(=O)CCCn2cc(nn2)CO[C@H]1CN(C)C(=O)c1ccc(N2CCN(C)CC2)cc1
 : .	.	2	.	.	5%	17%
- Clc1nc(-c2n[nH]nc2Cl)n[nH]1
 : 5%	-10%	69	4%	-12%	1%	-7%
- O=C(CN1C(=O)c2ccc([N+](=O)[O-])cc2C1=O)NCC1CCCO1 (stereo not drawn)
 : .	-7%	-19	0%	-11%	2%	-6%
- Cc1c(CNC2CCCCC2)c(C(=O)O)c(C)n1Cc1ccc(Cl)cc1
 : .	.	-5	12%	-8%	-16%	.
- CCCNC(=O)c1ccc(-n2c(-c3ccccc3)cc3c2CCC(C)C3)cc1 (stereo not drawn)
 : .	.	-99*	-3%	-9%	5%	.
- CCOC(=O)C1CCCN(C(=O)COc2ccc(S(=O)(=O)N3CCOCC3)cc2)C1 (stereo not drawn)
 : .	0%	-16	.	.	5%	-12%
- CC(=O)N1c2ccc(S(=O)(=O)NCCC(=O)Nc3ccc(Cl)cc3)cc2CC1C (stereo not drawn)
 : .	.	23	.	.	-3%	8%
- O=C1CC2CS(=O)(=O)CC2N1C1CCCCC1 (stereo not drawn)
 : -1%	-17%	6	?	-35%	0%	3%
- COc1cc(C2C(C(=O)c3ccco3)=C(O)C(=O)N2Cc2ccccc2)ccc1O (stereo not drawn)
 : 3%	-17%	6	-8%	-15%	3%	-15%
- CCOC(=O)c1ccc(NC(=O)C2CCN(S(=O)(=O)c3ccccc3)CC2)cc1
 : .	.	12	.	.	-11%	13%
- CCOC(=O)N1CCC(NC(=O)c2sc3nc4n(c(=O)c3c2C)CCCC4)CC1
 : -3%	-11%	-10	-6%	3%	-7%	1%
- CCOc1ccccc1OCC(=O)Nc1ccc2[nH]c(=O)[nH]c2c1
 : .	-8%	-18	0%	-12%	0%	-1%
- COCCn1c(C)cc(C(=O)CSc2cc(C)c3ccc(OC)cc3n2)c1C
 : 3%	64%[activator]	?	-17%	-9%	-6%	-7%[11.6 µM]
- CCOc1ccc2nc(NC(=O)CN3CCN(c4ccccn4)CC3)sc2c1
 : 7%	.	11	-4%	2%	0%	24%
- CCOC(=O)c1cnc2c(ccc3ccccc32)c1Nc1ccccc1OCC
 : .	.	6	-3%	-10%	-3%	.
- CNC(=O)/C(C#N)=C/c1ccc(-c2ccc(OC)cc2[N+](=O)[O-])o1
 : 7%	-9%	18	1%	-19%	0%	-26%
- CCC1CCCCN1C(=S)Nc1ccc(S(=O)(=O)Nc2ncccn2)cc1 (stereo not drawn)
 : -7%	-14%	10	3%	4%	9%	5%
- CCCN=C(C)c1c(-c2ccccc2)[nH]n(-c2nc3ccccc3s2)c1=O
 : 6%	-26%	2	-3%	-14%	-4%	-3%
- CCOC(=O)c1c(NC(=O)CN2CCCCC2)sc2c1CCC(C=O)=C2Cl
 : 4%	-12%	14	-5%	0%	-14%	-15%
- Cc1ccc(-c2nc3sc(CCNC(=O)c4ccc(C)c(C)c4)c(C)n3n2)cc1
 : .	.	19	1%	4%	2%	.

More results
Values run as follows: LmPK inh	AmpC no deterg	HCMV antiviral	AmpC detergent	Sm TGR block	Tb PYK inh	AMA1 RON2 block
- COc1ccccc1NC(=O)C1=C(C)Nc2ncnn2C1c1ccccc1C(=O)O (stereo not drawn)
 : .	.	9	20%	-4%	3%	.
- COc1cc(NC(=O)Cc2ccccc2)nc(OC)n1
 : 0%	-12%	.	-10%	3%	5%	-10%
- CC1CCCN(c2ccc(C(=O)NCc3ccco3)cc2[N+](=O)[O-])C1 (stereo not drawn)
 : -4%	-49%	-35	0%	-5%	-5%	-27%
- Cc1c(NC(=O)CN(C)CC(=O)Nc2ccc(F)c(F)c2F)c(=O)n(-c2ccccc2)n1C
 : .	-6%	-30	.	.	-1%	56%[activator]
- Cc1cccc(C(=O)NCC(=O)OCC(=O)NCCNC(=O)COC(=O)CNC(=O)c2cccc(C)c2)c1
 : .	92%[activator]	-13	-4%	0%	0%	-3%
- Nc1ccc2c(c1)C(=O)N(CC1CCCO1)C2=O (stereo not drawn)
 : 2%	-5%	-33	1%	-6%	-11%	-8%
- Cc1ccc2c(c1)CO[C@@]21O[C@H](CCO)C[C@H](O)[C@H]1O
 : .	.	10	.	.	5%	1%
- Cc1ccc(S(=O)(=O)c2nc(-c3cccs3)oc2SC(C)c2ccccc2)cc1 (stereo not drawn)
 : .	.	17	12%	-1%	3%	.
- CC1CCCCN1C(=O)c1cc2ccccc2cc1O (stereo not drawn)
 : -6%	-58%	-9	-1%	4%	2%	19%

Filtered by structure, those above containing a Cl atom.
Values run as follows: LmPK inh	AmpC no deterg	HCMV antiviral	AmpC detergent	Sm TGR block	Tb PYK inh	AMA1 RON2 block
- Cc1cc(=O)[nH]c2nnc(SCc3c(F)cccc3Cl)n12
 : .	.	-36	-2%	0%	-5%	.
- CC(=O)N1c2ccc(S(=O)(=O)Nc3ccc(C)c(Cl)c3)cc2CC1C (stereo not drawn)
 : .	.	-30	1%	-9%	-6%	.
- Clc1ccccc1Nc1nc(NCc2ccccc2)nc2ccsc12
 : .	.	-29	.	.	-1%	16%
- Cc1cc(C)cc(N(CC(=O)Nc2ccc(C)cc2Cl)S(=O)(=O)c2c(C)[nH]c(=O)[nH]c2=O)c1
 : 0%	-1%	?	-9%&13%	-5%&0%	3%&2%	-3%
- Cc1ccc2nsnc2c1NC(=O)c1ccc(-c2cc(Cl)ccc2Cl)o1
 : 12%	18%	?	-1%	40µM*	4%	-2%
- Clc1nc(-c2n[nH]nc2Cl)n[nH]1
 : 5%	-10%	69	4%	-12%	1%	-7%
- Cc1c(CNC2CCCCC2)c(C(=O)O)c(C)n1Cc1ccc(Cl)cc1
 : .	.	-5	12%	-8%	-16%	.
- CC(=O)N1c2ccc(S(=O)(=O)NCCC(=O)Nc3ccc(Cl)cc3)cc2CC1C (stereo not drawn)
 : .	.	23	.	.	-3%	8%
- CCOC(=O)c1c(NC(=O)CN2CCCCC2)sc2c1CCC(C=O)=C2Cl
 : 4%	-12%	14	-5%	0%	-14%	-15%
